# Screening data as filed in PubChem.
# MBD2 inh = blocks human MBD2 binding to methylated DNA. Q9UBB5. TR-FRET, MBD2 binding to methylated oligonucleotide. inhibition, % at 4.4 µM. hit rate 0.31% among 370,000; in the data active means inhibition above about 13%
# Target sequence (Q9UBB5 whole entry, looked up): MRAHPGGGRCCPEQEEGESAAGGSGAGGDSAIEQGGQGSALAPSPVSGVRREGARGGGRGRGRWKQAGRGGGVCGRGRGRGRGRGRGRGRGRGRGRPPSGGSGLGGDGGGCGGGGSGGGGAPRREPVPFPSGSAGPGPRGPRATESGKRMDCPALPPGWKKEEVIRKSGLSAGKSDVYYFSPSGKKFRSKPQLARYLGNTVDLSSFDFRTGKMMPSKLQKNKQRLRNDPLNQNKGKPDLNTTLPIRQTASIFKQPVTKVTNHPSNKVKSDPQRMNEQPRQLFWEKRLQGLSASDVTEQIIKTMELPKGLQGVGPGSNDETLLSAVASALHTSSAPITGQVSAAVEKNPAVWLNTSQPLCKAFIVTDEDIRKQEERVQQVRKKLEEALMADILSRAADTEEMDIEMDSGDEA
# NPR2 activator = GC-B (human) receptor activation; P20594; HEK293-GC-B cells, CNP EC30, cGMP TR-FRET; 0% at EC30 CNP, 100% saturating CNP; hit rate 0.11% among 370,000; activation, % at 10 µM; AID 1920062;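 active means activation at 10 µM reaching about 35% in either raw or pattern-adjusted values, limit read from the data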
# HTRA1 inh = inhibitors of human serine peptidase HTRA1. inhibition, % at 5.96 µM. hit rate 0.5% among 340,000. recombinant HTRA1, FP-rhodamine activity-based probe, fluorescence polarization. Q92743; in the data active means inhibition above about 36%;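 further: 0% = enzyme with DMSO and 100% = wells lacking enzyme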
# PRMT1 FP inh = blocks human protein arginine methyltransferase 1. Q99873. inhibition, % at 2.79 µM. hit rate 1.3% among 370,000. recombinant PRMT1, activity-based probe fluorescence polarization;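 active means inhibition above about 21% made by adding two undisclosed values, limit read from the data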
# TCR-CD3 inh = inhibitors of human TCR-CD3 interaction | TAMRA-labeled TCR probe fluorescence, biochemical | inhibition, % at 9.4 µM | hit rate 0.37% among 360,000 | AID 651800; in the data active means inhibition above about 19%;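 further: recombinant mutant TCR 2C K166C tagged with TAMRA read by polarization; 0% = receptor in buffer alone and 100% = receptor with positive control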
# LEDGF integ inh = blocks HIV-1 LEDGF/p75-dependent DNA integration; AID 743269; inhibition, % at 3.7 µM; hit rate 0.64% among 370,000; TR-FRET IN-LEDGF/p75 DNA integration, Eu/Cy5;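 active means inhibition above the screen-wide mean plus 3 SD, cut at about 13% in these data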;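 further: signal is the Cy5 over europium emission ratio at 671 and 618 nm; 0% = plate median of compound wells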
# rCAG binder = r(CAG) repeat RNA binding; AID 651821; TO-PRO-1 dye displacement fluorescence; inhibition, % at 3 µM; hit rate 1.3% among 370,000;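 active means inhibition above the plate cutoff, the mean of all test compounds on that plate plus 3 SD, cut at about 35% in these data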;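 further: 0% = DMSO alone and 100% = 100 µM mitoxantrone as full dye displacement; higher means more dye released from RNA so lower well fluorescence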
# mABHD4 FP = ABHD4 (mouse) inhibition, primary FP screen. Q8VD66. inhibition, % at 8.92 µM. purified mABHD4, FP-Rh probe fluorescence polarization. AID 720543. hit rate 0.54% among 370,000;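 active means inhibition exceeding the mean over every tested compound plus 3 SD, cut at about 30% in these data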;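 further: 0% = plate median of compound wells and 100% = S159A mutant with DMSO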
#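 Doses – 8.92 µM, single dose · Material – wild-type mouse ABHD4 protein · Replication – single well per compound (singlicate) · Measure – percent inhibition of probe binding, normalized to plate controls · Schedule – 45 min compound pre-incubation plus 60 min probe step, 25 °C · Detection – fluorescence polarization with parallel and perpendicular emission, 525/598 nm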
# TDP2 inh = TDP2 (human) inhibition, absorbance primary screen. hit rate 0.34% among 370,000. inhibition, % at 12.8 µM. recombinant TDP2, T5PNP hydrolysis, p-nitrophenol absorbance 415 nm. AID 720702;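 active means inhibition above the mean of all tested compounds plus 3 SD, set per campaign, cut at about 25% in these data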;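 further: 0% = DMSO with enzyme and 100% = buffer with substrate but no TDP2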
# Target sequence (O95551 whole entry, looked up): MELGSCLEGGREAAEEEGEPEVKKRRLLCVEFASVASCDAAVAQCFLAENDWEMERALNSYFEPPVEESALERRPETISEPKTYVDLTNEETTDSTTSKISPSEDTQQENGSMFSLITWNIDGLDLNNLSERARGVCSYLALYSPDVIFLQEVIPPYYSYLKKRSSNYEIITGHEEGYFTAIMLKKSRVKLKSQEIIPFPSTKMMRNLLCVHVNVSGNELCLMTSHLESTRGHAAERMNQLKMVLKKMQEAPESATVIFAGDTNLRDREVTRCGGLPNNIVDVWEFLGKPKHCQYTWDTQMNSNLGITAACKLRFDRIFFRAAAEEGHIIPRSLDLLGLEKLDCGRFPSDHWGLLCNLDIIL
#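 Evaluation: % inhibition relative to enzyme-containing and enzyme-free wells. Material: recombinant human TDP2. Benchmarks: enzyme-free and DMSO wells. Timing: enzyme reaction with compound for 2 h at 37 °C. Compound dosing: 12.8 µM only. Measured by: p-Nitrophenol epi absorbance. Reagent: T5PNP substrate at 5 mM, a TopII-DNA adduct mimic. Replication: single well per compound.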
# SIAE primary = blocks human sialic acid acetylesterase; Q9HAT2; SIAE FP-Rh probe binding, fluorescence polarization; inhibition, % at 9.66 µM; hit rate 0.69% among 370,000;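 active means inhibition above a cutoff: mean of compounds within the control limits plus 3 SD of those, cut at about 17% in these data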;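 further: 0% = plate median of compound wells and 100% = probe without SIAE protein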
# An asterisk follows results filed as active; . = not tested or not shown. Not all compounds are listed; the hit share may differ from the screen's.
mol,MBD2 inh,NPR2 activator,HTRA1 inh,PRMT1 FP inh,TCR-CD3 inh,LEDGF integ inh,rCAG binder,mABHD4 FP,TDP2 inh,SIAE primary
COc1ccc(C(C)=O)cc1COc1cccc2cccnc12,-5,2,-2,3,-8,-3,-5,2,5,-2
CCOC(=O)NC(=O)COC(=O)c1ccc(O)cc1,-7,-3,11,4,2,3,0,1,0,-3
O=C(Cc1ccc(F)cc1)N/N=C/c1ccc(-c2ccc(Cl)c(C(=O)O)c2)o1,-1,5,-7,1,1,-1,2,7,-2,3
COc1cccc(N2CCN(C(=O)c3cc4c(s3)-c3ccccc3OC4)CC2)c1,-5,-5,-36,-2,0,0,5,1,-9,0
CCc1cccc(C)c1N=Cc1c(O)c2ccccc2oc1=O,3,0,-6,1,-3,2,12,-15,2,-9
O=C(COC(=O)c1cccnc1Cl)c1ccc(Cl)s1,-1,-3,-10,4,-4,-1,4,5,1,3
N#C/C(=C\c1ccc(OC(=O)c2ccc(Br)s2)cc1)c1nc2ccccc2[nH]1,-7,-3,-26,1,-1,2,2,1,4,-5
COc1ccc(CCC(=O)Nc2nc(C)c(C(=O)N(C)C)s2)cc1,0,3,-2,3,2,1,4,-7,14,0
Cn1sc(=O)c2cc(S(=O)(=O)NC3CC3)ccc21,6,15,.,37*,2,1,1,5,1,1
CCOC(=O)C1CCN(C(=O)CN2C(=O)CSc3ccc(S(=O)(=O)N4CCOCC4)cc32)CC1,1,2,4,-4,-1,0,-4,4,0,3
CS(=O)(=O)N1CCN(c2ccccc2NC(=O)c2ccc3c(c2)OCCO3)CC1,-2,0,3,-4,1,5,2,-2,-5,1
CC1Sc2ccc(S(=O)(=O)NCCc3ccc(S(N)(=O)=O)cc3)cc2NC1=O (stereo unspecified),1,3,0,-2,10,-2,4,3,-20,-1
COCCn1c(SCC(=O)Nc2cc(C)on2)nc2c(c1=O)SCC2,-3,-9,0,-2,-12,0,-3,4,-6,-3
Cc1cccc(C(=O)Nc2nnc(-c3ccncc3)o2)c1,2,1,6,-4,-3,12,5,-6,-12,-7
O=C1Nc2cc(Cl)c(Cl)cc2N(O)N1c1cc(Cl)cc(Cl)c1,-2,1,1,-4,5,-1,10,7,3,-11
N#C/C(=N\Nc1cc(Cl)cc(Cl)c1)c1nnc2n1CCCCC2,6,5,1,2,-9,64*,11,-1,1,0
COc1cc(CCCN2C(N)=NC[C@H]2Cc2ccc(O)cc2)cc(OC)c1OC,1,0,0,-1,1,-2,4,3,-6,-3
COc1ccc(C(=O)OC(C)C(=O)NC(C)CCc2ccccc2)cc1OC (stereo unspecified),1,2,-11,-1,4,-1,-9,3,1,-4
COc1cc(S(=O)(=O)NCc2cccnc2)c(OC)cc1Br,3,4,0,1,-1,-3,-2,-2,2,-5
O=[N+]([O-])c1ccc(N2CCCC2)nc1N1CCCC1,-6,-2,6,-1,4,2,2,1,-7,0
O=S1(=O)C[C@@H](N2CCC[C@@H]2CO)[C@H](COCc2ccccc2)N1,-1,3,.,3,-5,4,5,5,3,3
CCOC(=O)[C@H]1[C@H]2COc3ccc(Br)cc3[C@@H]2N2C(=O)[C@H](C)NC(=O)[C@@]12C,0,-3,-1,0,6,2,5,-6,3,-3
N#Cc1c2n(c(=S)n(-c3ccc(OC(F)F)cc3)c1=O)CCCCC2,-4,0,-14,-2,7,0,0,-7,-3,-10
CCN(c1ccccc1)S(=O)(=O)c1cc(C(=O)Oc2ccc3c(C)cc(=O)oc3c2)ccc1C,2,2,-12,-3,2,2,6,27,13,-7
CCOC(=O)N1CCC(NC(=O)c2cc3c(=O)[nH]c4ccccc4c3n2C)CC1,1,5,2,-3,0,2,-4,-1,6,1
O=C(O)c1cccc(CN2C(=O)S/C(=C/c3ccccc3[N+](=O)[O-])C2=O)c1,-2,2,4,7,-3,-8,14,4,-3,-3
O=C(Nc1ncc([N+](=O)[O-])s1)C1COc2ccccc2O1 (stereo unspecified),-11,3,-3,1,13,-1,9,4,-14,1
COc1ccccc1NC(=O)C(CC(C)C)NC(=O)C1CCCCC1 (stereo unspecified),2,0,3,0,6,0,-5,-3,-1,-6
Cc1c(Br)c([N+](=O)[O-])nn1C(C)C(=O)NCC1CCCO1 (stereo unspecified),1,5,5,0,4,-2,-1,-4,13,5
Cc1cccc(N(CC(=O)NCc2ccco2)C(=O)CCC(=O)Nc2ccccn2)c1,0,5,-4,0,-2,2,-8,-5,-2,3
Cc1nc(NC(=O)c2ccccc2)sc1-c1csc(NCCc2ccccc2)n1,-2,-5,-51,-2,-1,0,21,18,9,-1
C=CCn1c(SCc2cc(C(=O)OC)c(C)o2)nnc1-c1ccncc1,3,-5,-2,0,-6,0,2,9,4,-4
O=[N+]([O-])c1ccc(N/N=C/c2cn(-c3ccccc3)nc2-c2ccccc2)cc1,-1,-5,-7,-4,2,-1,7,1,1,12
CN(C)CCCN(C(=O)c1cccc(N2C(=O)CCC2=O)c1)c1nc2cc3c(cc2s1)OCO3,-1,-7,3,7,-7,-10,0,5,-13,-1
Cc1ccc(/C=C/S(=O)(=O)Nc2ccc(C)cc2)cc1,-2,3,-5,-3,9,2,-1,4,-5,3
COc1ccc2nc(N3C(=O)CC(C(C)c4ccccc4)C3=O)sc2c1 (stereo unspecified),1,-1,-2,0,5,0,3,0,4,-1
CN(Cc1nc2ccccc2c(=O)[nH]1)C(=O)c1ccccc1OCc1ccc(Cl)cc1,0,-11,-4,0,-4,-1,4,1,-10,1
CCCCOC(=O)Nc1nccs1,1,-2,1,-2,2,0,-1,-4,3,-1
Cc1ccccc1OCCNc1cc(N2CC(C)NC(C)C2)ccc1[N+](=O)[O-] (stereo unspecified),-6,13,-5,-5,-2,0,7,7,-5,3
Cc1ccc(-c2nnc(SCc3ccc([N+](=O)[O-])cc3)n2-c2ccccc2)cc1,7,-5,.,0,.,1,6,2,0,6
O=C(CCNC(=O)c1ccc(Cl)cc1)Nc1ccccc1N1CCCC1,5,0,4,2,6,4,0,2,-19,-8
CC(C)c1nc(C#N)c(N2CCOCC2)o1,-2,6,4,-3,6,-1,1,0,2,9
O=C(c1ccccc1Cl)N1CCn2c1nc1ccccc12,-4,3,0,3,5,-2,-4,2,4,0
COc1ccc(C(=O)NCCc2nnc3ccc(SCC(=O)Nc4cc(C)on4)nn23)cc1,4,3,-2,4,2,3,-1,-1,-10,-4
CC(C)CNC(=O)c1ccccc1NC(=O)c1ccc(CSc2ccccc2)cc1,2,-3,-26,1,1,-3,3,-3,3,-55
CCSc1nnc(-c2ccc(S(=O)(=O)N3CCCC3)cc2)n1C,-1,1,10,1,7,4,-1,5,-3,-2
O=C(NCC1CCCO1)c1ccc2c(=O)n(CC3CCCO3)c(=S)[nH]c2c1 (stereo unspecified),1,-5,-5,-3,8,-1,-5,-3,5,-3
Cc1cccc(C)c1OCCN1CCOCC1,-5,2,-12,-7,-6,5,-3,9,-3,0
COC(=O)c1cc(NC(=O)c2cccnc2)cc(C(=O)OC)c1,0,0,-2,3,1,1,-1,11,3,-1
CCC(=O)c1ccc(OCC(=O)OCC(=O)Nc2sccc2C(N)=O)cc1,-3,-6,2,-3,0,6,1,-1,3,1

# Fetched by compound from the list above:
mol,MBD2 inh,NPR2 activator,HTRA1 inh,PRMT1 FP inh,TCR-CD3 inh,LEDGF integ inh,rCAG binder,mABHD4 FP,TDP2 inh,SIAE primary
CN(C)CCCN(C(=O)c1cccc(N2C(=O)CCC2=O)c1)c1nc2cc3c(cc2s1)OCO3,-1,-7,3,7,-7,-10,0,5,-13,-1
CCCCOC(=O)Nc1nccs1,1,-2,1,-2,2,0,-1,-4,3,-1
Cc1cccc(N(CC(=O)NCc2ccco2)C(=O)CCC(=O)Nc2ccccn2)c1,0,5,-4,0,-2,2,-8,-5,-2,3
O=C(CCNC(=O)c1ccc(Cl)cc1)Nc1ccccc1N1CCCC1,5,0,4,2,6,4,0,2,-19,-8
Cc1nc(NC(=O)c2ccccc2)sc1-c1csc(NCCc2ccccc2)n1,-2,-5,-51,-2,-1,0,21,18,9,-1
O=C(NCC1CCCO1)c1ccc2c(=O)n(CC3CCCO3)c(=S)[nH]c2c1 (stereo unspecified),1,-5,-5,-3,8,-1,-5,-3,5,-3
COC(=O)c1cc(NC(=O)c2cccnc2)cc(C(=O)OC)c1,0,0,-2,3,1,1,-1,11,3,-1

# Continued.
Molecule	MBD2 inh	NPR2 activator	HTRA1 inh	PRMT1 FP inh	TCR-CD3 inh	LEDGF integ inh	rCAG binder	mABHD4 FP	TDP2 inh	SIAE primary
Cc1cc(C)nc(/N=c2/ssnc2Cl)c1	-3	8	9	7	4	-1	0	3	-5	-1
CC(=O)Nc1ccc(NC(=S)NC(=O)c2ccc([N+](=O)[O-])cc2)cc1	1	-5	-3	0	0	-2	-2	5	-4	5
CC(=O)Nc1nc(CC(C)C)cc(-c2ccccc2)c1C#N	-2	-6	1	-3	9	-4	-4	0	-5	-1
O=C(Cn1nnc2c(cnn2-c2ccccc2)c1=O)NCc1cccs1	-5	0	-1	-1	7	4	-2	1	0	-4
Cc1ccnc(N/C=C(\C#N)c2nc(-c3cccc(Br)c3)cs2)c1	-4	-1	-43	-9	0	2	-6	-13	-8	-3
CCCC(=O)N1CCC1(C)C(=O)Nc1ccc(-n2cncn2)cc1 (stereo unspecified)	-7	-2	.	-1	-4	0	0	7	7	4
C=CCNC(=S)N(C)[C@H]1C[C@H]2c3[nH]c4cccc(-c5cccc(F)c5)c4c3CCN2C(=O)[C@H]1[C@H](C)O	-3	6	.	3	.	1	5	-4	5	17
